MCF10A rereplic – DNA re-replication induction in MCF 10a cells | MCF 10A DNA re-replication, Hoechst nuclear intensity, 48 h | Potency, µM (titrated, usually from 46.1 µM), for the others: at the top dose activity, positive = re-replication, usual class: activators | actives 2.9% (n = 350,000) | AID 624296; further: potency means the concentration at half of the fitted maximal effect; % of control where 0% means no effect; nearly all actives have a fitted effect of over 50% in size
Nrf2 block – blocks Nrf2 signaling; A549 ARE-Fluc reporter, luciferase luminescence, 18-24 h; Potency, µM (top dose mostly 46 µM), inactives show at the highest dose activity change, negative = inhibition, hits mostly inhibitors; actives 2.1% (n = 360,000); further: potency means the concentration at half of the fitted maximal effect; on the % scale 0 is the no-effect control and ±100 the full control effect; nearly all actives have a fitted effect of over 60% in size
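Reporter: ARE-Fluc in A549. Exposure: 18-24 h, 37 °C, 5% CO2, 5% FBS OPTI-MEM. Readouts: fluorescent cytotoxicity (CellTiter-Fluor), then luminescent Nrf2 signal after BugLite.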
HepG2 viability – HepG2 cytotoxicity, counter-screen for TGF-b inhibitors | HepG2 CAGA-GFP viability, ATP luminescence, 18 h | Potency, µM (top dose mostly 46.1 µM), without a hit: at the highest dose activity change, negative = cytotoxicity, most hits filed as cytotoxic | actives 0.76% (n = 410,000) | AID 588856; further: potency means the concentration at half of the fitted maximal effect; some results filed as inactive show a strong effect at the top dose
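CellTiter-Glo luminescence gave cytotoxicity after 18 hours at 37 degrees C. The cells were HepG2 CAGA-GFP in 1% FBS DMEM, stimulated with 500 pg/mL TGF-beta after compound addition. %Activity was normalised to no-cell wells (complete cell-killing) and DMSO (no toxicity), and curves were fitted and classified.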
A549 tox – A549 cytotoxicity, counter-screen for Nrf2 inhibitors. A549 ARE-Fluc cells, CellTiter-Fluor viability, 18-24 h. Potency, µM (titrated, usually from 46 µM), for the others: at the highest dose activity change, negative = cytotoxicity, hits mostly inhibitors. actives 0.16% (n = 390,000); further: potency means the concentration at half of the fitted maximal effect; on the % scale 0 is the no-effect control and ±100 the full control effect
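A549 ARE_Fluc cells in 5% FBS OPTI-MEM were exposed to compounds in concentration-response for 18-24 h at 37 deg C. Viability was read by CellTiter-Fluor fluorescence (Ex 405/Em 525) after 30 min, before the luciferase read.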
S2 tox – viability counter-screen for ATXN expression inhibitors; S2 cells (HEK-293 line with an ATXN2-luciferase reporter) viability, CellTiter-Fluor protease fluorescence, 24 h; Potency, µM (doses to about 56.7 µM), hits mostly cytotoxic; actives 0.49% (n = 400,000); AID 651635; further: potency means the concentration at half of the fitted maximal effect; nearly all actives have a fitted effect of over 40% in size
Nrf2 ARE act – activates Nrf2 signaling. AREc32 ARE-luciferase reporter (MCF7-derived line), luminescence, 24 h. Potency, µM (top dose mostly 46.1 µM), without a hit: at the top dose activation, actives largely listed as activators. actives 0.31% (n = 410,000); further: potency means the concentration at half of the fitted maximal effect; % of control where 0% means no effect; nearly all actives have a fitted effect of over 65% in size
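Each well held 1000 AREc32 cells, which were incubated with compound for 24 hr at 37 deg C after overnight attachment, and ARE reporter activity was quantified by firefly luciferase luminescence.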
IL-1B inflam inh – inflammasome signaling inhibition, IL-1 beta readout; THP-1 LPS/ATP IL-1B secretion, AlphaLISA, 16 h; active compounds read low; AID 743279; activity change, % at 57.5 µM; actives 4.7% (n = 360,000); in the data active means activity change below about -50%; inconclusive means mostly about -30% to -49%; further: on the % scale 0 is the no-effect control and ±100 the full control effect
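THP-1 cells pretreated 1 hr with compounds (up to 57.5 uM final), then stimulated with LPS (250 ng/mL final) plus ATP (1.25 mM final); secreted IL-1B measured by AlphaLISA after 16 hr, decreased signal indicating inhibition.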
TGFb SMAD3 inh – TGF-b pathway inhibition; HepG2 CAGA-GFP TGF-b/SMAD3 reporter, GFP fluorescence, 18 h; TGF-beta stimulated, 500 pg/mL final; actives 1.2% (n = 410,000); AID 588855; Potency, µM (top dose mostly 46.1 µM), for inactives: at the top dose activity, negative = inhibition, actives largely listed as inhibitors; further: potency means the concentration at half of the fitted maximal effect; on the % scale 0 is the no-effect control and ±100 the full control effect; nearly all actives have a fitted effect of over 65% in size
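Inhibition was scored as loss of TGF-beta-induced (500 pg/mL final, 18 hours, 37 degrees C) GFP in HEPG2 cells carrying a CAGA-GFP reporter, in DMEM with 1% FBS. Well GFP was summed per cell; Activity was normalised to unstimulated and stimulated DMSO wells, then concentration-response fitting.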
ATXN2 expr inh – ATXN2 expression inhibition; Potency, µM (titrated, usually from 57 µM), for the others: top-dose activity change, negative = inhibition, most hits filed as inhibitors; AID 1745845; HEK-293 ATXN2-luciferase reporter, luminescence, 24 h; actives 0.72% (n = 360,000); further: potency means the concentration at half of the fitted maximal effect; on the % scale 0 is the no-effect control and ±100 the full control effect; nearly all actives have a fitted effect of over 55% in size
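qHTS (up to 57 uM final) was run with 24 h compound exposure of reporter cells at 37 °C. Each well was multiplexed: SteadyGlo luminescence measured ATXN2-luciferase expression after a fluorogenic Gly-Phe-AFC viability readout (25 uM final).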
Active calls of the source: *; i = inactive; ? = inconclusive; / = no result given; & = joins results of further samples; [ ] = remark or other dose. Unless noted, the call rests on the fitted dose curve; in most records, active means well fitted curve in the direction sought with a large enough effect; inconclusive means small, poorly fitted or top-dose-only effect, or another doubt; inactive means no such curve, though single readings can be large; an effect the other way counts as inactive or inconclusive.

SMILES | MCF10A rereplic | Nrf2 block | HepG2 viability | A549 tox | S2 tox | Nrf2 ARE act | IL-1B inflam inh | TGFb SMAD3 inh | ATXN2 expr inh
O=C(CCCc1ccccc1)Nc1ccccc1C(F)(F)F | 0% | 6% | -1% | 1% | i | -0.9% | 7 | 3% | 12%
Cc1ccc(C)c(CNC(=O)C2CCN(c3nc4ccccc4nc3C(F)(F)F)CC2)c1 | / | 18% | -15% | 5% | i | 0.1% | / | ? | 7%
O=C(COC(=O)C1CC(O)CN1S(=O)(=O)c1ccc(Cl)cc1)c1cccc(Cl)c1 (stereo not given) | 7% | 25% | -18% | -5% | i | -0.4% | 7 | -4% | -3%
COc1ccc(NC(=O)CN(C)C(=O)Cc2c(C)nc3ccccc3c2C)cc1 | 3% | ? | -14% | -6% | i | 2.8% | 50 | -17% | -15%
CCCC(=O)C1C(=O)CC(CC(C)SCC)CC1=O (stereo not given) | 5% | 11% | -19% | 6% | i | 0.1% | 36 | -6% | -8%
CCOC(=O)c1ccc2nc(NC(C)=O)sc2c1 | 5% | ? | -21% | -13% | ? | 2.3% | -1 | -24% | -17%
COc1ccc(C2c3cccn3CCN2S(=O)(=O)c2ccc([N+](=O)[O-])cc2)cc1 (stereo not given) | / | / | -14% | 7% | ? | 10% | / | -14% | -3%
COCCn1nnnc1SCC(=O)NCc1ccc2c(c1)OCO2 | 2% | 6% | 5% | -4% | i | -0.9% | 22 | ? | 3%
Cc1ccc2oc(=O)c3cnn(CC(=O)NC4CCN(Cc5ccccc5)CC4)c3c2c1 | 8% | -22% | 0% | -13% | i | 0.2% | -10 | 4% | -11%
O=C(Nc1ccccc1F)C1CCCC1 | 0% | 11% | 13% | 1% | i | -0.3% | 4 | 6% | -3%
COC(=O)c1ccccc1S(=O)(=O)N1CCn2cccc2C1C (stereo not given) | 3% | 1% | 20% | -8% | i | 0.3% | -78* | -4% | 4%
O=C1CSC(=Nc2ccccc2)N1Cc1ccccc1 | 17% | -2% | 3% | 1% | i | 0.4% | -8 | -3% | -26%[11.3 µM]
COc1ccc(N2C(=O)CSC2c2ccccc2[N+](=O)[O-])cc1 (stereo not given) | 2% | 0% | -4% | 5% | i | 0.1% | 14 | -15% | -18%
Cc1cccc(C(=O)c2cn[nH]c2-c2ccc(C)cc2O)c1 | -4% | 9% | 20% | 0% | i | -0.1% | -7 | ? | -1%
COC(=O)c1ccccc1N(C)S(=O)(=O)c1cc2c(cc1C)OCC(=O)N2 | ? | 0% | 14% | -3% | i | -0.8% | 15 | 7% | 6%

One compound at a time, as listed above.
Cc1ccc(C)c(CNC(=O)C2CCN(c3nc4ccccc4nc3C(F)(F)F)CC2)c1 across the screens: MCF10A rereplic = /; Nrf2 block = 18%; HepG2 viability = -15%; A549 tox = 5%; S2 tox = i; Nrf2 ARE act = 0.1%; IL-1B inflam inh = /; TGFb SMAD3 inh = ?; ATXN2 expr inh = 7%
CCCC(=O)C1C(=O)CC(CC(C)SCC)CC1=O (stereo not given) across the screens: MCF10A rereplic = 5%; Nrf2 block = 11%; HepG2 viability = -19%; A549 tox = 6%; S2 tox = i; Nrf2 ARE act = 0.1%; IL-1B inflam inh = 36; TGFb SMAD3 inh = -6%; ATXN2 expr inh = -8%

(more compounds)
SMILES | MCF10A rereplic | Nrf2 block | HepG2 viability | A549 tox | S2 tox | Nrf2 ARE act | IL-1B inflam inh | TGFb SMAD3 inh | ATXN2 expr inh
COc1ccccc1CNCC(=O)Nc1ccc(N2CCOCC2)cc1 | 1% | 13% | 7% | -17% | i | -0.5% | 0 | 5% | 14%
COc1ccc(OC)c(C(C(=O)NC2CCCCC2)N(Cc2ccco2)C(=O)c2ccccn2)c1 (stereo not given) | 0% | -14% | -25% | -2% | i | -0.2% | -16 | 0% | 0%
Cc1cccc(CSc2nc3c([nH]c4ccccc43)c(=O)n2C)c1 | / | / | -3% | 6% | / | 0.4% | / | -15% | /
O=S(=O)(c1ccc(Cl)cc1)N1CCN=C1SCc1ccc(Cl)c(Cl)c1 | 0% | 9% | 0% | -2% | i | 0.4% | 3 | ? | -6%
COc1cccc2c1O/C(=N\O)C(C(=O)Nc1cccc(Br)c1)C2 (stereo not given) | ? | -18% | -26% | -5% | i | 9.6% | -3 | ? | 0%
CCN(CC(=O)Nc1ccc(NC(C)=O)cc1)C(=O)c1cc2c(s1)CCCC2 | 12% | 3% | -2% | -2% | i | 0.4% | 7 | -7% | 4%
Cc1ccc(Cl)cc1N1CCN(C(=O)c2noc(C(C)C)c2[N+](=O)[O-])CC1 | 12% | -8% | 1% | 1% | i | 28% | -81* | -2% | -18%
COC(=O)c1ccc(NC(=O)CC2C(=O)N(c3ccccc3)C(=O)N2Cc2cccs2)cc1 (stereo not given) | / | / | -2% | -1% | / | 5.1% | / | -1% | /
CCn1c(=O)c2cc(C(=O)N3CCN(c4cccc(Cl)c4)CC3)sc2c2ccccc21 | / | -19% | 21% | -7% | i | -0.6% | / | ? | -12%
CCOc1ccccc1NC(=O)COC(=O)C1COc2ccccc2O1 (stereo not given) | / | / | -2% | / | i | 4.1% | 34 | -7% | /
CCCN1CCC(=O)N(C(CSc2ccc(Br)cc2)CC(C)C)CC1 (stereo not given) | / | ? | -18% | -7% | / | / | / | -2% | /
Cc1cc(NS(=O)(=O)c2ccc(NC(=O)/C=C/c3ccccc3)cc2)no1 | 10% | -18% | 1% | 1% | i | ? | 27 | -1% | -1%
COc1ccc(CC(=O)Nc2ccc(OC(C)=O)cc2C(=O)O)cc1 | ? | 11% | 1.1µM* | -3% | i | -0.6% | -2 | 0% | /
Cc1nc2sc(C(c3ccccc3)N3CCN(c4ccccc4F)CC3)c(O)n2n1 (stereo not given) | ? | -21% | -28% | -1% | i | 3.4% | ? | -10% | -9%
COc1ccc(-c2ccc(C)cc2)cc1C1C2C=CCC(C)C2C(=O)N1Cc1ccccc1 (stereo not given) | / | 6% | 0% | 2% | / | / | / | -10% | /
Cc1ccc(NC(=O)CCCN2C(=O)/C(=C/C=C/c3ccccc3)SC2=S)cc1 | 13% | 14% | -9% | 0% | ? | 6.2% | -10 | -1% | -7%
COc1ccc(CCN(C)Cc2nc(-c3cnccn3)no2)cc1OC | ? | -1% | -3% | 0% | ? | 1.9% | -12 | 10% | -9%
CCOC(=O)c1cc2c(=O)n3cccc(C)c3nc2n(Cc2ccco2)c1=NC(=O)c1ccc(C)cc1 | -1% | 1% | 18% | 7% | i | -0.8% | -4 | 0% | -12%
CCC1CCCCN1Cc1ccc(CNS(=O)(=O)c2ccc3c(c2)oc(=O)n3C)o1 (stereo not given) | -181%[0.0737 µM] | 2% | 7% | -2% | i | -0.6% | 47 | 5% | 1%
CCC(CC)C(=O)Nc1nnc(S(=O)(=O)Nc2ccc(OC)cc2)s1 | 8% | ? | -11% | 3% | i | 1.2% | 10 | -2% | -19%
Cc1cc(=O)oc2c(C)c(OCC(=O)NCCCN3CCCC3=O)ccc12 | 0% | 18% | -2% | 9% | i | -1.1% | 20 | 3% | 1%
CCOC(=O)C1CCN(S(=O)(=O)c2ccc3c(c2)N(C)C(=O)CC(=O)N3C)CC1 | ? | 4% | 3%&-23% | -2%&9% | i | -0.6%&-0.6% | 2 | 0%&0% | 8%
Cc1nc(NCCc2ccc(O)cc2)c2nnn(Cc3ccccc3)c2n1 | ? | ? | -20% | 1% | i | 4.5% | -28 | 5% | -15%
CC(CC(=O)c1cccs1)CC(=O)c1cccs1 | 18µM* | ? | -13% | 3% | i | 8.5% | -7 | 5% | 57%[activator]
Nc1nnc(SCc2ccccc2F)n1-c1ccccc1 | 0% | 7% | -16% | 0% | i | 0.0% | -4 | -1% | 1%
COC(=O)c1[nH]c2ccccc2c1NC(=O)CN1CCCc2ccccc21 | 11% | 3% | -35% | -8% | ? | 3.4% | ? | -8% | 4%
Oc1[nH]c2ccccc2c1N=NC(=S)NCCc1ccccc1 | 14% | ? | -50% | -18% | i | 16% | -2 | 11µM* | -4%
Cc1nc(N)c(Br)c(C)c1Br | 8% | 10% | 1% | 8% | / | 2.3% | -13 | -19% | -30%
Cc1cc(F)ccc1NC(=O)C1CSC2(C)CCC(=O)N12 (stereo not given) | 0% | -5% | 24% | 1% | i | 0.6% | -5 | 4% | -10%
CCc1nn(CC(=O)N2CCC(C)CC2)c(=O)c2cccn12 | -5% | 0% | -5% | 7% | i | 0.1% | 10 | 1% | /
CCCn1c(N2CCN(C)CC2)nc2c1c(=O)[nH]c(=O)n2C | 8% | -5% | -1% | -4% | i | -0.4% | 9 | -2% | 0%
Cc1nn2c(NCCOCCO)c3c(nc2c1-c1ccccc1)CCCC3 | -13% | / | -35% | -2% | i | -0.1% | ? | -17% | -24%
O=C(Nc1ccccc1F)c1cc2nc(C(F)F)cc(C(F)F)n2n1 | ? | ? | -2% | 0% | i | 2.6% | -15 | -3% | 53%[activator]
COc1ccc(N2CCN(C(=O)CCSCc3ccccc3F)CC2)cc1 | -2% | -1% | 2% | 1% | i | -0.5% | 0 | ? | /
CN(C)C(CNC(=O)CSc1nc2sc3c(c2c(=O)n1C)CCCC3)c1ccccc1 (stereo not given) | ? | -22% | -34% | ? | i | 3.2% | -1 | -16% | -16%
O=C(NCC1CC1)[C@]1(C(F)(F)F)C[C@H](CCC2CCCCC2)CCCO1 | 40% | 7%&-17% | -58%&-19% | -3%&5% | i | 0.6% | 38 | -19%&-17% | -6%
O=C1COc2cc(S(=O)(=O)CCC(=O)N3CCCCC3)c(Cl)cc2N1 | -1% | 18% | -13% | -1% | ? | 0.1% | -6 | -2% | 1%
C[C@@H]1CN([C@H](C)CO)C(=O)CCCn2cc(nn2)CO[C@H]1CN(C)S(=O)(=O)c1cccc(F)c1 | / | / | -2% | / | i | 0.1% | -12 | -2% | -7%
